H1N1 NS1A inhibition = NS1A inhibition, H1N1 influenza, cell based functional assay (AID 504329); NS1A functional cell-based assay, percent inhibition; higher % means a stronger effect; one-dose inhibition, % at 12.5 µM; IC50 in µM for titrated hits; 0.3% of 340,000 active; in the data active means a potency from the dose series; inconclusive means inhibition above about 27% without an active follow-up result; further: strong numbers were not always called active
VEEV TC-83 Vero = inhibitors of VEEV TC-83 cytopathic effect, confirmation, Vero cells (AID 588727). Vero cells, VEEV TC-83 cytopathic effect inhibition; higher % means a stronger effect. inhibition, % at 20 µM, or IC50 in µM where a hit was titrated. 0.13% of 350,000 active; in the data active means a potency from the dose series; inconclusive means inhibition mostly from about 14% at the one dose, without a potency; inactive means the rest, 99 in 100 with inhibition below about 12%; further: strong numbers were not always called active
Salmonella PhoP GFP = Inhibition of PhoP regulon, Salmonella typhi GFP reporter cells, confirmation, 4 h (AID 1850); Salmonella Typhi PhoP-promoter GFP reporter, fluorescence, 4 h; higher % means a stronger effect; inhibition, % at 50 µM; hits with a dose series show IC50 in µM; 0.33% of 310,000 active; in the data active means a potency from the dose series; inconclusive means inhibition mostly from about 25% at the one dose, without a potency; inactive means the rest, 99 in 100 with inhibition below about 19%;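 further: 0% = induced wells with vehicle and 100% = uninduced wells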
H37Rv inhibition = M. tuberculosis growth inhibition, HTS (AID 449762); M. tuberculosis H37Rv growth inhibition, 7H9 media; higher % means a stronger effect; inhibition, % at 25 µM, or IC50 in µM where a hit was titrated; 0.59% of 330,000 active; in the data active means a potency from the dose series; inconclusive means inhibition above about 70% without an active follow-up result;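 further: bacterial growth assessed after seven days of incubation; strong numbers were not always called active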
tuberculosis growth = growth inhibition of non-replicating M. tuberculosis (AID 488890) | Mycobacterium tuberculosis non-replicating, growth inhibition; higher % means a stronger effect | inhibition, % at 25 µM, or IC50 in µM where a hit was titrated | 0.39% of 320,000 active; in the data active means a potency from the dose series; inconclusive means inhibition mostly from about 82% at the one dose, without a potency; inactive means the rest, 99 in 100 with inhibition below about 76%;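 further: plate controls were DMSO cells for no effect and high antibiotic wells for full effect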
VEEV TC-83 Vero 10K pilot screen = second read-out of VEEV TC-83 Vero, no call of its own (marks repeat the call); inhibition, %; measured here: 10K pilot screen inhibition
* hit, by the source's call; i = inactive; ? = inconclusive; . = no result given. No enrichment for hits; 1.6% or so of the library scored in one or more.

SMILES	H1N1 NS1A inhibition	VEEV TC-83 Vero	Salmonella PhoP GFP	H37Rv inhibition	tuberculosis growth	others
O=C(Nc1ccc(S(=O)(=O)Nc2ncccn2)cc1)c1cc([N+](=O)[O-])ccc1Cl	-10%	1.0%	-4%	-10%	0%
C[C@]12C(=O)N(c3cccc(F)c3)C(=O)N1[C@H]1c3ccccc3OC[C@@H]1[C@H]2c1ccccc1	-4%	1.3%	.	25%	?
C[C@H](CO)N1C[C@H](C)[C@@H](CN(C)S(=O)(=O)c2ccccc2)Oc2ccc(NC(=O)Cn3cnnn3)cc2C1=O	-9%	0.4%	.	1%	2%
O=C(CSc1nc2ccccc2o1)NC1CCS(=O)(=O)C1 (stereo unspecified)	-2%	0.3%	.	-11%	1%
COC(=O)C1CCN(C(=O)COC(=O)C2CCN(S(=O)(=O)c3ccc(C)c(C)c3)CC2)CC1	-10%	1.2%	-2%	-14%	-6%
CCN(CC)S(=O)(=O)c1cccc(-c2nnc(-c3ccc(C)cc3)o2)c1	-3%	5.6%	8%	-10%	2%
CC(Sc1nc(-c2ccccc2)cc(C(F)(F)F)n1)C(=O)Nc1sc2c(c1C#N)CCC2 (stereo unspecified)	-15%	i	-7%	.	.
Cc1ccc(-c2noc(CCC(=O)N3CCCc4ccccc43)n2)cc1	-7%	7.8%	2%	7%	46%
O=C(NC(=S)NC1CCCCC1)c1ccc(Cl)cc1	-4%	2.3%	-8%	16%	?
COc1ccccc1CNC(=O)c1ccc(-c2ccccc2Cl)o1	4%	2.5%	-3%	5%	34%
O=c1cc(O)c2c(=O)n(Cc3ccccc3)c3ccccc3c2o1	3%	3.2%	-2%	-5%	?
COc1ccc([C@H]2CC(=O)C=C(c3ccc(Cl)c(C(F)(F)F)c3)C2)cc1OC	8%	1.6%	.	2%	2%	VEEV TC-83 Vero 10K pilot screen=0.1
COc1ccccc1S(=O)(=O)N1CCN(S(=O)(=O)c2cccs2)CC1	-1%	2.6%	.	-1%	11%
O=C(CCc1c[nH]c2ccccc12)OCc1ccc(Br)cc1	2%	0.2%	-5%	?	?
Cc1ccc(Nc2nc(N)nc(CSc3nc4ccccc4s3)n2)cc1	-8%	1.6%	-11%	6%	22%
NC(=O)C1CCN(CC(O)COc2ccc(-c3ccccc3)cc2)CC1 (stereo unspecified)	-4%	13%	1%	0%	26%
Cc1nccn1CCOc1ccc(Cl)cc1	-11%	0.2%	0%	0%	-4%
Cc1ccc(C(=O)NC(=S)Nc2ccccc2N2CCCC2)cc1[N+](=O)[O-]	1%	2.9%	4%	7%	22%
CCOC(=O)/C=C1/SCC(=O)N1CC(=O)Nc1cccc(F)c1	-7%	2.5%	.	-7%	18%
CCN(CC)S(=O)(=O)c1ccc(/C=C/C(=O)Nc2ccc(Br)cc2F)cc1	-2%	5.4%	-3%	-4%	10%
OCC(CO)c1cnnc2ccccc12	8%	i	.	.	.
COC(CNC(=O)CN1CCN(Cc2ccc(F)cc2Cl)C1=O)OC	-11%	i	-2%	-7%	-2%
CCOC(=O)c1nnn2c1nc(N1CCN(C)CC1)c1ccccc12	-6%	1.3%	3%	-5%	-8%
COCc1cc(CN2CCN(CCCc3ccccc3)C(CCO)C2)ccc1OC (stereo unspecified)	2%	0.8%	-5%	-2%	-20%
Cc1ccc2c(c1)sc1nc(=O)ccn12	-2%	1.7%	3%	-5%	-13%
COc1cc(/C=N/NC(=O)Nc2ccccc2)ccc1OC(C)=O	1%	0.8%	-2%	2%	-4%
COc1ccc(NC(=O)NC2(C(=O)N3CCOCC3)CCCCC2)cc1	8%	1.9%	6%	-5%	-5%
O=c1[nH]c(=S)n(C2CC2)c(O)c1/C=N/N1CCOCC1	-4%	1.1%	2%	6%	-9%
S=C(NC1CCCCC1)c1ccc2c(c1)OCO2	-1%	i	-12%	-1%	43%
CC(C)Oc1ccc(CNC(=O)Cn2c(=O)c3cccn3c3cccnc32)cc1	5%	2.2%	9%	-3%	0%

The closing five records of the part before are carried over, then new ones follow:
SMILES	H1N1 NS1A inhibition	VEEV TC-83 Vero	Salmonella PhoP GFP	H37Rv inhibition	tuberculosis growth	others
COc1cc(/C=N/NC(=O)Nc2ccccc2)ccc1OC(C)=O	1%	0.8%	-2%	2%	-4%
COc1ccc(NC(=O)NC2(C(=O)N3CCOCC3)CCCCC2)cc1	8%	1.9%	6%	-5%	-5%
O=c1[nH]c(=S)n(C2CC2)c(O)c1/C=N/N1CCOCC1	-4%	1.1%	2%	6%	-9%
S=C(NC1CCCCC1)c1ccc2c(c1)OCO2	-1%	i	-12%	-1%	43%
CC(C)Oc1ccc(CNC(=O)Cn2c(=O)c3cccn3c3cccnc32)cc1	5%	2.2%	9%	-3%	0%
CC(Sc1nnnn1-c1ccc(Cl)cc1)C(=O)NCC(=O)Nc1ccc(F)c(F)c1F (stereo unspecified)	-5%	2.2%	-1%	-4%	18%
O=C(Nc1cccnc1Cl)c1cc2ccccc2o1	-28%	0.3%	-10%	-15%	16%
COC(=O)C1=C(C)N(Cc2ccccc2)C(=O)N[C@H]1c1ccc(Br)cc1	1%	0.4%	-3%	60%	8%
CCOc1ccc(-c2nnc(N(CC)C(=O)C3CCC3)s2)cc1	17%	i	11%	66%	36%
O=C(OCc1cc(-c2ccccc2)no1)c1ccc2ccccc2n1	15%	4.0%	-6%	6%	?
Cc1cc(C(=O)NC2CCCc3c2cnn3-c2ccc(C)c(C)c2)n(C)n1 (stereo unspecified)	3%	3.6%	-10%	-9%	7%
N#C/C(=C\c1cccnc1)C(=O)Nc1ccccc1	-7%	0.9%	-5%	-3%	15%	VEEV TC-83 Vero 10K pilot screen=1.9
Cc1cc(NS(=O)(=O)c2ccc(NC(=O)c3ccc(Br)o3)cc2)nc(C)n1	0%	i	3%	-7%	8%
CN1CCc2ccc(NC(=O)c3ccc(C(F)(F)F)cc3)cc2C1	-3%	0.1%	-1%	3%	12%
N#Cc1c(N)sc2c1CCN(C(=O)OCc1ccccc1)C2	-11%	i	5%	-12%	-2%
Cc1ccc(S(=O)(=O)N2CCN(C(=O)COC(=O)COc3cccc(C(F)(F)F)c3)CC2)c(C)c1	-5%	0.2%	.	2%	25%
COc1ccccc1OCC(=O)N(Cc1nnc(-c2ccccc2Cl)o1)C1CC1	-6%	10%	10%	0%	40%
NS(=O)(=O)c1ccc(CNC(=O)Cc2c(F)cccc2Cl)cc1	-14%	1.2%	-7%	-1%	2%
CCOC(=O)c1c(C)[nH]c(C)c1C(=O)COC(=O)CNC(=O)c1ccc(OCC)cc1	28%	0.5%	3%	0%	17%
Cc1ccc(C(=O)N/N=C\C=C\c2ccc(Br)cc2)cn1	-15%	1.0%	12%	5%	-17%
CN(C(=O)COc1ccccc1)C1CCS(=O)(=O)C1 (stereo unspecified)	3%	0.3%	2%	-1%	4%
O=C(NNC(=O)c1ccccc1-c1ccccc1C(=O)O)c1ccccc1	-5%	0.7%	-4%	-8%	28%
COc1ccc(-c2c(-c3cc(OC)cc(OC)c3)n(C)c3ccc(Br)cc23)cc1	-7%	2.1%	.	1%	-6%	VEEV TC-83 Vero 10K pilot screen=5.5
Cc1cccc(N2C(=S)NC3c4ccccc4OC2(C)C3C(=O)N(C)C)c1 (stereo unspecified)	-3%	0.7%	15%	0%	6%
CCCCNc1nc2c(c(=O)[nH]c(=O)n2C)n1CCOc1ccccc1	5%	0.3%	-6%	-5%	12%
CCOC(=O)C1=C(C)NC(=O)NC1c1c(C)nn(-c2ccccc2)c1Cl (stereo unspecified)	10%	3.0%	-4%	-6%	23%
COC(=O)c1ccc(COC(=O)C2CCN(S(=O)(=O)c3c(Cl)cccc3Cl)CC2)o1	-4%	0.8%	-1%	-3%	34%
COc1cc(C(=O)NNC(=O)c2ccccc2Br)ccc1OCC(=O)N1CCOCC1	5%	0.7%	-1%	5%	-7%
CC(=O)c1ccc(NC(=O)Cc2ccsc2)cc1	1%	0.5%	0%	4%	-2%
COc1ccc(/C=c2\s/c(=C(/C#N)C(=O)NCc3ccco3)n(-c3ccccc3)c2=O)cc1	3%	3.2%	0%	5%	0%
COc1ccc(C(=O)N2CCC(n3c(C)nc4cc(F)ccc43)CC2)cc1	-8%	1.4%	0%	6%	16%
CCN(CC)S(=O)(=O)c1cccc(C(=O)OCC(=O)C23CC4CC(CC(C4)C2)C3)c1	-10%	i	-12%	6%	22%
Cc1cc(C)cc(OCC(=O)Nc2cccc(-c3nnc(-c4ccco4)o3)c2)c1	-22%	7.6%	4%	0%	0%
CCN(CC)Cc1c(C(=O)OC(C)C)nnn1-c1nonc1N	-3%	3.7%	2%	-6%	-2%
O=C(NCC(c1ccco1)N1CCCC1)c1cccc(S(=O)(=O)Nc2ccc(F)cc2)c1 (stereo unspecified)	-1%	0.3%	.	0%	35%
CCc1ccc(OCCNC(=O)c2ccc(S(=O)(=O)N(C)C)cc2)cc1	-2%	1.9%	4%	.	.
Cc1cc(C)nc(-n2ncc3c2CC(c2ccccc2C)CC3=O)n1 (stereo unspecified)	0%	0.9%	-21%	4%	32%
O=C(C1CCN(C2CCN(C/C(Cl)=C/c3ccccc3)CC2)CC1)N1CCOCC1	-4%	1.2%	6%	-7%	19%
CCOC(=O)c1c(NC(=O)COc2ncnc3ccccc23)sc(C)c1CC	-7%	1.4%	-19%	0%	0%
CCCCC1=CC2=CC(=O)C(C)(OC(=O)CC)C(=O)C2=CN1CCN1CCOCC1 (stereo unspecified)	.	.	-4%	6%	9%
CCCC1CCC(C2=N/C(=C\c3ccc(OC)c(OC)c3)C(=O)O2)CC1 (stereo unspecified)	5%	1.9%	-5%	?	?
COc1ccc(C(=O)c2ccc(OC)c3cccc(O)c23)cc1OC	-2%	8.6%	-1%	-11%	-7%
COc1ccc(N2CCN(Cc3cc(=O)oc4ccc5ccccc5c34)CC2)cc1	12%	3.0%	7%	21%	15%
COC(=O)[C@@]1(Cc2ccc(F)cc2)[C@H]2c3cc(C(=O)N(C)C)[nH]c3C[C@H]2CN1C(=O)c1ccccc1	7%	0.0%	0%	-4%	12%
CCCCCCC(=O)N=Nc1c(O)[nH]c2ccc([N+](=O)[O-])cc12	-7%	1.6%	-13%	-15%	-6%
Cc1ccc2oc(-c3cccc(NC(=S)NC(=O)/C=C/c4ccco4)c3)nc2c1	5%	9.2%	4%	7%	48%
COc1ccc(Nc2nccc3c2ncn3C)cc1	2%	1.2%	-4%	-4%	0%
Cc1c(C(=O)N2CCOCC2)c(S(=O)(=O)Nc2ccc(F)cc2)c(C)n1C	-9%	i	-12%	-4%	-9%
O=C(NCc1ccc(F)cc1)c1ccc[nH]1	7%	0.6%	-4%	4%	33%
COc1ccc(CCNC(=O)CN2c3cccc4cccc(c34)S2(=O)=O)cc1	-16%	1.0%	.	.	.
COc1ccc(-c2coc3cc(O[C@@H]4O[C@H](CO)[C@@H](O)[C@H](O)[C@H]4O)c(OC)cc3c2=O)cc1	-1%	0.6%	.	1%	0%
Cc1ccc(NC(=O)c2cccs2)cc1[N+](=O)[O-]	-2%	i	-25%	1%	52%
Cc1sc(NC(=O)c2ccccc2)c(C(c2ccccn2)N2CCN(CCO)CC2)c1C (stereo unspecified)	-3%	i	0%	-6%	14%
CCC(C)N1CCN(S(=O)(=O)c2ccc3ccccc3c2)CC1 (stereo unspecified)	-20%	i	-3%	-7%	-8%
CC(=O)c1sc(Nc2cccc3ccccc23)nc1C	3%	0.8%	2%	-1%	7%
Cc1cccc(NC(=O)C2CCN(S(=O)(=O)c3cccc4cccnc34)CC2)n1	1%	9.5%	-5%	-16%	.
CC(C)(C)c1nc(Sc2ncccc2[N+](=O)[O-])n[nH]1	-24%	i	-7%	-1%	-12%
CC1CC(C)CN(CCCNC(=O)c2ccc3c(c2)NC(=O)CS3)C1 (stereo unspecified)	-3%	i	9%	7%	2%
COc1ccccc1CC(=O)Nc1nc(-c2ccc(F)c(F)c2)cs1	14%	6.9%	7%	13%	9%
CNc1nc(C)c(C(=O)c2ccc(Cl)cc2)s1	8%	1.8%	1%	10%	27%
COc1cc(NC(=O)c2cccc(Cl)c2)ccc1NC(=O)c1cccs1	2%	3.5%	13%	-7%	4%
O=C(O)CCCCCNc1ccc2nsnc2c1[N+](=O)[O-]	-6%	1.5%	4%	4%	-11%
Cc1cc(C)nc(SCC(=O)Nc2ccc(S(=O)(=O)N3CCCCC3)cc2)n1	-11%	1.1%	-3%	-2%	23%
